From PubChem BioAssay
FLuc inhib CS = counter-screen for luciferase assay inhibitors: firefly luciferase inhibition; P08659; ATPLite firefly luciferase biochemical luminescence, 10 min; inhibition, % at 10 µM; 200,000 tested, 1.5% active;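 active = inhibition above about 50% when tested at 10 µM, limit read from the data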
Target sequence (P08659 whole entry, looked up): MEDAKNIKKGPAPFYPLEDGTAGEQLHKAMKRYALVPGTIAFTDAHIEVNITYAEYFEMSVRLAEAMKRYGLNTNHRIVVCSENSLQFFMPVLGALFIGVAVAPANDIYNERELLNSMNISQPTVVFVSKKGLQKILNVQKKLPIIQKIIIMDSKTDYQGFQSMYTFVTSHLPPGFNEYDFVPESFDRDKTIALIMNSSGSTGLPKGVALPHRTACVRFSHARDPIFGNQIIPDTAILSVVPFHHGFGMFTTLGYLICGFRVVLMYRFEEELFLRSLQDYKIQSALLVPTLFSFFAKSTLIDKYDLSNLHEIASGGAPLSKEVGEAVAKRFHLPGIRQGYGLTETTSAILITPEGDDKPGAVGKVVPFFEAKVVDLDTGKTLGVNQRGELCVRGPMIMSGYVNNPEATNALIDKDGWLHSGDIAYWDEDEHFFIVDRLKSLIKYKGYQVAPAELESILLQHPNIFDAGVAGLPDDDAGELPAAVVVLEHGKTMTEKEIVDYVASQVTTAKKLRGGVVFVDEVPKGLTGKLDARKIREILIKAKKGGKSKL
Efa HMGR inh = inhibitors of class II HMG-CoA reductase from Enterococcus faecalis | purified E. faecalis HMGR, NADPH absorbance 340 nm kinetic | inhibition, % at 10 µM | 190,000 tested, 0.41% active | AID 1066;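 active = inhibition above a set limit, the median over all tested compounds plus 3 SD, cut at about 9.5% in these data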;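 note: enzyme runs in reverse so mevalonate oxidation gives rising NADPH absorbance; 0% = complete reaction with DMSO and 100% = background rate lacking mevalonate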
G6PDH counter = counter-screen for G6PDH assay hits: L. mesenteroides G6PDH inhibition | Purified L. mesenteroides G6PDH, diaphorase/resazurin coupled fluorescence, 45 min | inhibition, % at 5 µM | 200,000 tested, 0.12% active; in the data active = inhibition above about 50%
STAT1 act = STAT1 signaling activation; activation (% of control), % at 5.5 µM; NIH 3T3 STAT1-luciferase reporter, IFN-gamma, luminescence; 100% = IFN-gamma alone, no compound; 200,000 tested, 2.6% active; AID 932;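 active = activation above the screen-wide mean activation plus 3 SD, cut at about 130% in these data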;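 note: raw ratio to IFN-gamma control signal so 100% means no change and 0% no light; values of inactives mirror those of a sister screen read the other way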
APP 5'UTR act = activates APP 5'UTR luciferase reporter; SH-SY5Y APP 5'UTR luciferase reporter, luminescence; zero percent = DMSO vehicle wells; activation, % at 2 µM; 190,000 tested, 1% active;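 active = activation above a set limit, based on mean plus 3 SD of controls, cut at about 140% in these data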; note: values of inactives mirror those of a sister screen read the other way
NF-kB expr up = compounds increasing NF-kB expression in human neuronal cells; AID 1239; NF-kB reporter expression; stronger effect = higher value; 190,000 tested, 1.6% active; fold change at 12.5 µM; in the data active = fold change above about 3.3
Redox H2O2 prof = compounds producing H2O2 with reducing agent – biochemical, NIH compound library profiling, artefact control for MLSCN library redox annotation, primary screen; activation, % at 10 µM; 200,000 tested, 0.03% active; DTT-dependent redox cycling H2O2, phenol red/HRP absorbance; 100% = 100 µM peroxide control, 0% = buffer;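 active = activation of at least 50% relative to the plate's high and low controls in the primary single-dose screen; inactive = activation below 50%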;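 note: compound incubated with DTT at 0.8 mM final as the reducing agent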
APP transl inh = APP translation inhibition | inhibition, % at 2 µM | SH-SY5Y APP 5'UTR-luciferase reporter, luminescence | 190,000 tested, 0.82% active | AID 1285;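 active = inhibition above a set limit, derived from the sample mean plus 3 SD, cut at about 45% in these data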; note: values of inactives mirror those of a sister screen read the other way
Hsp70 act = Hsp70 transcriptional activation, primary screen; HeLa Hsp70 promoter luciferase reporter, luminescence; scaled: vehicle 0, proteasome-inhibitor control 100%; activation, % at 10 µM; 200,000 tested, 0.04% active;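 active = activation above the mean across all tested compounds plus 3 SD, cutoff set per campaign, cut at about 5.5% in these data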;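 note: 100% = MG132 at 30 µM as the positive control and 0% = DMSO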
FLuc stim CS = affects firefly luciferase, flagging false hits in luciferase stimulation screens; 200,000 tested, under 10 active; P08659; activation factor at 10 µM; ATPlite luciferase biochemical, luminescence, 10 min; 0 = ATP-free wells, 1 = DMSO control;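 active = luciferase activation factor, scaled between plate controls, of at least 2 with compound at 10 µM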
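assay system = Luciferase/luciferin detection reagent, cell-free biochemical luciferase assay | also added = ATP substrate | times = 10 min post-reagent at room temperature | measured by = luminescence from luciferase reaction | measure = luciferase activation, seen as luminescence increase over controls | benchmarks = low control with PBS replacing ATP, high control enzyme plus ATP without compound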
An asterisk follows results filed as active; . = no result given.

Molecule,NF-kB expr up,Efa HMGR inh,G6PDH counter,APP transl inh,APP 5'UTR act,FLuc inhib CS,Hsp70 act,STAT1 act,Redox H2O2 prof,FLuc stim CS
Cc1ccc(NC(=S)NCc2ccc3c(c2)OCO3)cc1C,1.2,-3,-8,0,0,-3,0.0,98,0.0,1
C/C(=C\C(=O)Nc1cc(C)on1)c1ccccc1,2.2,1,6,-10,10,17,-0.2,121,0.3,0.8
CC(=O)NN1C(=O)/C(=C/c2ccc(Br)o2)SC1=S,1.1,-4,0,0,1,0,-0.2,82,-0.1,1
CC(=O)c1ccc(N2CCN(C(=O)c3ccc(NC(=O)C4CCCO4)cc3)CC2)cc1 (centres undefined),1.2,2,-27,12,-13,-6,-0.1,105,0.6,1.1
O=C(Nc1ccc(S(=O)(=O)N2CCCCC2)cc1)c1ccc(CN2CCOCC2)cc1,0.44,-6,4,21,-21,-3,-0.3,86,0.7,1
Cc1ccc(-c2nc(C)sc2CC(=O)Nc2cccc(C)c2C)cc1,1.1,-8,-16,11,-11,-7,-0.3,88,-0.1,1.1
COc1ccc(-n2c(CNC(=O)COc3ccc(Cl)cc3Cl)n[nH]c2=S)cc1,1.1,-3,6,10,-10,-2,-0.2,98,-0.6,1
CN(C(=O)COC(=O)c1ccc(Cl)cc1N)C1CCCCC1,1.3,-3,6,-11,11,5,-0.1,112,-2.4,1
CCCCn1c(SCC(=O)c2ccccc2)nc2ccsc2c1=O,0.89,-9,-3,8,-8,-6,0.0,86,-0.4,1.1
Cc1ccc(S(=O)(=O)NC(=O)NCc2ccccc2)cc1,1,-1,-5,21,-21,-2,1.3,102,0.3,1
Cc1ccc(C)c(N(C)S(=O)(=O)c2ccc3[nH]cc(C(=O)NCCN4CCOCC4)c(=O)c3c2)c1,1.3,-2,-2,-4,4,-6,0.1,96,0.0,1.1
Cc1c(O)ccc2c(CN3CCN(CCO)CC3)cc(=O)oc12,1.2,0,5,9,-9,1,-0.3,95,0.4,1
S=C(Nc1cccc2ccccc12)NC1CCCCC1,1.4,-6,17,-83,83,-4,-0.3,121,-0.1,1
O=C(Nc1ccc2ccccc2c1)[C@@H]1C[C@H]1[C@@H](NP(=O)(c1ccccc1)c1ccccc1)c1ccccc1,0.89,-3,21,5,-5,0,-0.1,96,1.2,1
CCN1CC=C2C(C#N)=C(N)C(C#N)(C#N)C(c3cc(Cl)ccc3Cl)C2C1 (centres undefined),1,-2,14,0,0,-7,-0.1,97,1.7,1.1
Cc1cc([N+](=O)[O-])nn1CCCC(=O)Nc1cccc(Cl)c1Cl,1,1,-3,19,-19,-8,0.4,99,-0.5,1.1
N=C1N(/N=C/c2ccccc2)C(=Nc2ccccc2)C(=S)N1c1ccccc1,2.3,-6,8,-20,20,-2,0.2,132*,-0.3,1
CCOCCCNC(=O)Cn1cc2c(n1)CCCCC2,0.92,-4,-10,-2,2,-5,-0.2,100,-0.1,1
CCn1c(=O)cc(SCC(=O)N2CCN(c3ccccc3F)CC2)c2ccccc21,1.1,1,6,-5,5,-1,-0.3,100,1.4,1
COc1ccc(C(C)=O)cc1CSc1nnc(Nc2c(C)cccc2C)s1,1,2,14,6,-6,-6,0.2,102,-0.1,1.1
Cc1ccc(NC(=O)CN2CCC(C(=O)c3ccc4c(c3)OCCO4)CC2)cc1,1,-4,7,.,.,-3,-0.1,101,0.2,1
CN(C)c1ccc(/C=N/N(Cc2ccccc2)c2ccccc2)cc1,1.1,-7,-13,10,-10,-2,-0.5,101,1.5,1
Cc1nc(NCc2ccco2)c(C#N)c2c1COC(C)(C)C2,0.99,0,9,9,-9,-9,-0.1,96,-0.5,1.1
Nc1nc(C2CCCCC2)cs1,1.2,-6,2,4,-4,1,0.3,108,0.1,1
COc1ccc(OCC(=O)Nc2ccc(N3CCOCC3)c(Cl)c2)cc1,1.1,-8,-18,8,-8,-2,-0.7,93,1.6,1
CCCSc1ccc(C(=O)Nc2ccc(Cl)cc2)cn1,2.3,0,-2,-20,20,14,-0.4,127,-0.4,0.9
CN(CC(=O)Nc1ccc(S(=O)(=O)N2CCCC2)cc1)Cc1cccc(Cl)c1Cl,0.68,-5,7,1,-1,-3,-0.4,97,-0.6,1
COC(=O)Nc1sc2c(c1C(=O)NCc1ccco1)CCC2,1.3,1,31,4,-4,0,-0.2,93,-0.6,1
Cc1ccc(CN2C(=O)CCC2C(=O)NC(C)C)cc1 (centres undefined),0.93,1,13,3,-3,-4,-0.5,98,-0.1,1
O=C(Cn1cncc1-c1ccc([N+](=O)[O-])cc1)Nc1ccccc1F,1.1,-5,-1,-5,5,-6,-0.3,92,1.1,1.1
Cc1ccc(/C=N/N2CCN(c3ccc(Cl)cc3)CC2)o1,1.2,0,6,2,-2,1,-0.5,98,-8.5,1
CC(=O)Nc1ccc(S(=O)(=O)NCc2csc(-c3cccnc3)n2)cc1,1.1,-1,-9,-11,11,-6,-0.3,92,0.4,1.1
CN1CCN(Cc2nc3ccccc3c(=O)n2CC#N)CC1,0.94,-1,2,-13,13,-4,0.0,98,-0.6,1
CCCCOC(=O)Oc1ccc2c(=O)c(Oc3cc(C)cc(C)c3)coc2c1,1.1,-3,6,-3,3,-4,-0.2,102,0.1,1
N#Cc1cc(-c2ccc(Cl)cc2)cnc1Sc1ccc(F)cc1,1.2,0,11,.,.,0,-0.4,101,-1.3,1
CC(C)(C)NC(=O)c1cc(C(C)(C)C)c(O)c(C(C)(C)C)c1,1.1,-5,4,-4,4,-5,-0.2,93,-0.4,1
CNC(=S)N1CCN(c2ccccn2)CC1,1.1,-5,-4,11,-11,-6,0.2,107,-0.3,1.1
COc1cccc(Cn2c(Oc3cccc(C)c3)nc3c2c(=O)n(C)c(=O)n3C)c1,0.71,-2,-1,-24,24,-6,-0.2,99,-1.0,1.1
CC(C)CCNc1c(-c2cccs2)nc2ccccn12,0.92,4,8,-3,3,-2,-0.1,106,-0.2,1
COc1ccc(-c2noc(CCC(=O)NCCCN3CCN(c4ccccc4F)CC3)n2)cc1,1.1,-2,0,-2,2,-1,-0.1,82,-0.3,1
O=C(NC(=S)Nc1ccc(N2CCOCC2)cc1)c1ccc(Cl)cc1,1.1,-7,-4,-10,10,5,-0.3,102,0.0,0.9
O=C(Nc1nc2ccc(Oc3ccccc3)cc2s1)c1cc([N+](=O)[O-])ccc1N1CCOCC1,0.85,3,-16,10,-10,-7,-0.4,94,0.6,1.1
O=C(O)C1CSC(CCc2ccccc2)N1 (centres undefined),0.94,-1,4,1,23,-4,-0.1,104,0.0,1
O=C(Nc1ccc(CN2CCCCC2)cc1)c1cccc(Br)c1,1.1,-8,-12,-33,33,-6,-0.1,102,0.4,1.1
Cc1nc2cc3c(cc2c(C)c1C(=O)OC(C)C)OCO3,1.3,4,23,8,-8,6,-0.2,111,-0.2,0.9
CCOC(=O)COc1cccc2c(=O)n(CC(=O)N3CCCc4ccccc43)ccc12,0.73,-10,-25,0,0,-7,-0.4,99,-1.0,1.1
CCOC(=O)CNC(=O)Nc1ccccc1C(=O)OC,0.89,-1,0,-18,18,0,0.0,98,0.2,1
[S-]C(=Nc1ccc(Cl)cc1)N[n+]1ccccc1,1,0,18,2,-2,1,0.2,103,0.1,1
N#Cc1c(-c2ccccc2)c(-c2ccccc2)n(Cc2ccco2)c1NC(=O)c1cccs1,0.74,-2,0,3,-3,-8,0.0,92,-3.7,1.1
O=C(NNC(=O)c1cc(-c2ccccc2)nn1-c1ccccc1)c1ccccc1,1,-3,5,8,-8,-8,0.0,110,0.1,1.1
COc1ccc(-c2ccc(CCC(=O)O)n2NC(=O)c2ccc(C(C)(C)C)cc2)cc1,0.92,-2,-4,-3,3,3,0.2,106,0.7,1
COc1ccc(NC(=O)CN2CC(c3ccccc3)CC2=O)cc1OC (centres undefined),0.9,-6,8,8,-8,2,-0.3,99,-0.4,1
COc1ccccc1N1CCN(c2ncnc3nc[nH]c23)CC1,1.1,-10,-2,1,-1,-5,-0.3,109,-0.3,1
COc1cc([N+](=O)[O-])cc2sc(NC(=O)C3CC3)nc12,1.2,3,8,-34,34,2,0.5,105,-0.3,1
COC(=O)c1ccc2c(=O)n(Cc3ccc(C(=O)NC(C)C)cc3)c(=S)[nH]c2c1,1.1,4,2,-13,13,-2,-0.1,107,0.2,1
COC(=O)c1cc(=O)n(Cc2cccs2)c(=NCc2cccs2)s1,1.2,-8,1,-15,15,-6,0.6,90,4.0,1.1
O=C(Cc1cccs1)Nc1nnc(SCc2cccc3ccccc23)s1,0.86,1,6,-30,30,-1,-0.1,103,0.4,1
O=c1c(C=Nc2ccc(Cl)cc2)c[nH]n1-c1cccc(Cl)n1,1.3,-5,3,-7,7,4,-0.2,100,2.9,1
CC(C)C(=O)NC(=S)Nc1sc2c(c1C(N)=O)CCCC2,1.4,0,2,-3,3,13,-0.1,109,0.0,0.9
c1ccc(-c2ccc(C3=Nn4c(nnc4-c4cc(-c5ccccc5)n[nH]4)SC3)cc2)cc1,1,-3,-2,0,0,1,0.0,104,2.1,1

Other entries:
Molecule,NF-kB expr up,Efa HMGR inh,G6PDH counter,APP transl inh,APP 5'UTR act,FLuc inhib CS,Hsp70 act,STAT1 act,Redox H2O2 prof,FLuc stim CS
O=C(Nc1ccc(F)cc1)N(Cc1ccco1)Cc1cc2cc3c(cc2[nH]c1=O)OCO3,0.99,-2,-36,7,-7,-3,-0.5,95,0.3,1
CCC(c1nnnn1C(C)(C)C)N(Cc1ccco1)Cc1cc2cccc(C)c2[nH]c1=O (centres undefined),0.82,-3,7,-2,2,-3,0.0,92,0.2,1
Cc1cc(C)n(-c2ccc(OCC(=O)O)nn2)n1,1.3,1,15,-9,9,1,0.0,105,1.4,1
COc1ccc(CN2CCN(CC(O)Cn3c4ccccc4c4ccccc43)CC2)cc1 (centres undefined),0.65,-3,11,4,-4,-6,-0.6,98,0.4,1.1
CN(C)Cc1c(O)ccc2c(-c3ccccc3)cc(=O)oc12,1.4,0,4,-4,4,-5,0.0,105,-0.9,1
O=Cc1ccc(OCc2nnsc2Cl)cc1,1.2,-5,6,14,-14,-5,-0.2,108,-1.4,1.1
N#CC1(Cc2ccc(Cl)cc2)c2ccccc2C=CN1C(=O)c1ccccc1 (centres undefined),1,-4,5,-19,19,-4,-0.2,96,0.2,1
CCCCOc1ccccc1NC(=O)c1ccco1,1,-2,-8,2,-2,-3,-0.1,105,2.9,1
COCCN1Cc2cccc(C(=O)N3CCN(c4ccccc4)CC3)c2C1=O,1.2,3,3,.,.,1,-0.3,100,0.1,1
CC(=O)c1cccc(NC(=O)COC(=O)COc2ccccc2C)c1,1.1,-6,5,4,-4,-7,-0.3,98,-1.0,1.1
O=C(NC(=S)NCC1CCCO1)c1ccccc1[N+](=O)[O-] (centres undefined),0.92,-1,9,0,0,-2,1.0,105,-0.4,1
